PTHR1 ag = qHTS for PTHR1 Agonists: Primary Screen. Potency, µM (series often up to 115 µM), for the others: top-dose activation, most hits filed as activators. AID 743266, 2014. HEK293 GP2 PTHR1 cells, GloSensor cAMP luminescence, 1 h. actives 0.075% (n = 410,000). Parathyroid hormone/parathyroid hormone-related peptide receptor (Homo sapiens), Q03431; further: potency means the concentration at half of the fitted maximal effect; nearly all actives have a fitted effect of over 55% in size; some results filed as inactive show a strong effect at the top dose; inactives centre near -15; many of its hits are not listed in these tables
Target sequence (Q03431 whole entry, looked up): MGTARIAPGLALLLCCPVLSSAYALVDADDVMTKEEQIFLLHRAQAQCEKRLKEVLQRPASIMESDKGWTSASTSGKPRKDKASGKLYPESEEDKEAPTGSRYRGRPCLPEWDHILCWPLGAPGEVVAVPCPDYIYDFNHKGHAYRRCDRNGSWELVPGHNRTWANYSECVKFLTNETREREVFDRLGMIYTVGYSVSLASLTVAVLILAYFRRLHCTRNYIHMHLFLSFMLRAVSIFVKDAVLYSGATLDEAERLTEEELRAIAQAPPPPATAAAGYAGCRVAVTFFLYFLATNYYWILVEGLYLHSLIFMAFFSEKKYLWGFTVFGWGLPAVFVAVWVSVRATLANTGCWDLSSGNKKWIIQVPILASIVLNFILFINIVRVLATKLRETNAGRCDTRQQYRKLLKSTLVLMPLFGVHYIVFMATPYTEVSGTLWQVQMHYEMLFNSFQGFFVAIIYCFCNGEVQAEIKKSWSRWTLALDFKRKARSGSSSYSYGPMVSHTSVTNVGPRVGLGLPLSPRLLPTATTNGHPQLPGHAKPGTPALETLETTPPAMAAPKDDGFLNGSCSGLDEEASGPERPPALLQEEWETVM
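HEK-293-derived GP2 cells expressing PTHR1 and a GloSensor cAMP reporter, 3,000/well, plated overnight, given luciferin plus IBMX (each 0.5 mM as added) for 1 h at 37 °C, then compound for 1 h at 37 °C. Luminescence was read after 15 min at room temperature.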
aSyn rescue = qHTS of alpha-syn Inhibitors | Yeast expressing alpha-synuclein, growth rescue, BacTiter-Glo, 24 h | Potency, µM (top dose mostly 46.1 µM), inactives show at the highest dose growth rescue (activation), actives largely listed as activators | actives 0.14% (n = 370,000) | AID 652106, 2013; further: potency means the concentration at half of the fitted maximal effect; % of control where 0% means no effect; nearly all actives have a fitted effect of over 65% in size
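Galactose-induced alpha-syn yeast (OD600=0.02, raffinose-pregrown) + pinned cpd, 24 hr, 30 deg C; growth by BacTiter-Glo luminescence. Growth restoration scores as activation.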
TDP43 rescue = qHTS of TDP-43 Inhibitors | TDP-43 expressing yeast growth rescue, BacTiter-Glo, 24 h | Potency, µM (highest dose often 46.1 µM), for the others: top-dose growth rescue (activation), actives largely listed as activators | actives 1.8% (n = 410,000); further: potency means the concentration at half of the fitted maximal effect; % of control where 0% means no effect; nearly all actives have a fitted effect of over 50% in size
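Luminescence from BacTiter-Glo reports growth of TDP-43-expressing yeast after 24 hr at 30 deg C with compound. Cells were raffinose-pregrown to mid-log, then seeded in galactose medium at OD600=0.02.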
GLP1R cytotox = qHTS of GLP-1 Receptor Inverse Agonists: Cytotox Screen | AID 624418, 2012 | actives 0.13% (n = 410,000) | HEK293 cAMP-luciferase reporter cells, luminescence, 24 h | Potency, µM (series often up to 38.3 µM), for the others: at the highest dose activity change, negative = inhibition, most hits filed as inhibitors;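 further: loss of luciferase light is scored as toxicity; potency means the concentration at half of the fitted maximal effect; on the % scale 0 is the no-effect control and ±100 the full control effect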
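Step one: seed cells (200 cells/uL, DMEM with 10% Nu serum, 1% pen-strep). Step two: 12-hour incubation at 37 deg C. Step three: pin 23 nL compound, incubate 24 hr. Step four: add luciferase reagent, read luminescence 12 min later.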
FUS yeast rescue = qHTS for Suppressors of FUS Proteinopathy: Primary screen using FUS-linked yeast assay. Potency, µM (doses to about 76.6 µM), inactives show top-dose growth rescue (activation), usual class: activators. AID 1347120, 2019. S. cerevisiae FUS-expressing, growth rescue, OD600, 24 h. actives 0.24% (n = 390,000);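 further: potency means the concentration at half of the fitted maximal effect; plate controls were DMSO vehicle for no effect and reference control for full effect; nearly all actives have a fitted effect of over 55% in size; some results filed as inactive show a strong effect at the top dose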
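Absorbance at 600 nm, taken 24hr after compound addition, measured rescue of FUS-yeast growth at 30C. Induction used 2% galactose with seeding at OD 0.005. Controls: CP55940 from 92uM final, DMSO only.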
Akt phos inh = HTS Assay for Inhibitors of Akt Phophorylation: Primary Screen. Neuro2A IGF-stimulated pAkt S473 HTRF, 20 min; stronger effect = lower value. activity change, % for hits at 50 µM. actives 0.32% (n = 360,000); in the data active means activity change below about -80%; inconclusive means mostly about -51% to -80%; further: on the % scale 0 is the no-effect control and ±100 the full control effect
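Neuro2A cells (4,500/well, DMEM with 0.5% FBS) were treated with compound at a single 50 µM final concentration, stimulated with 6 nM IGF for 20 min at 37 °C, and lysed. Phospho-Akt Ser473 was read by HTRF as 665/615 ratio ×10^4.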
GLP1R inv ag = qHTS of GLP-1 Receptor Inverse Agonists (Inhibition Mode). Potency, µM (top dose mostly 38.3 µM), for inactives: top-dose activity change, negative = inhibition, usual class: inhibitors. actives 1.6% (n = 410,000). HEK293 GLP-1R CRE-luciferase, luminescence, 24 h; GLP-1R form is constitutively active; further: potency means the concentration at half of the fitted maximal effect; on the % scale 0 is the no-effect control and ±100 the full control effect; nearly all actives have a fitted effect of over 55% in size
Target sequence (P43220 whole entry, looked up): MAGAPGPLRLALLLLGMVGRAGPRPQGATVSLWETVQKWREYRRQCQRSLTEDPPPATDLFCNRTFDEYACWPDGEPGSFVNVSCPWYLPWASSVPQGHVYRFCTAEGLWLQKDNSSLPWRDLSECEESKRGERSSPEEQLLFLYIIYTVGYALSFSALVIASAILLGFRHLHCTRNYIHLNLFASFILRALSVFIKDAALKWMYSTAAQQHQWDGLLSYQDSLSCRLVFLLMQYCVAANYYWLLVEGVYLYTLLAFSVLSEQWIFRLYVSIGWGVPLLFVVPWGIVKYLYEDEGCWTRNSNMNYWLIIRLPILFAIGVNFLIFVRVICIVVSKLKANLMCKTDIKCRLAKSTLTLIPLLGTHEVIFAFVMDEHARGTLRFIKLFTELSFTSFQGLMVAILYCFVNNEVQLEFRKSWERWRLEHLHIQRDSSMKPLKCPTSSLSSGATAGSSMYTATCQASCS
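Inverse agonism was detected as reduced cAMP-driven luciferase luminescence after 24 h compound treatment. The cells were HEK293 clones expressing constitutively active human GLP-1R with the reporter. Reporter-only and GPR119 cell lines served as counterscreen controls.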
Mm-Cpn inhibitor = Inhibitors of TCP-1 ring complex (TRiC) of Methanococcus maripaludis (MmCpn): qHTS; AID 504842, 2011; purified Mm-Cpn ATPase, ADP Transcreener TR-FRET; actives 0.031% (n = 330,000); Potency, µM (series often up to 76.9 µM), for the others: at the highest dose activity, negative = inhibition, hits mostly inhibitors; further: potency means the concentration at half of the fitted maximal effect; on the % scale 0 is the no-effect control and ±100 the full control effect; nearly all actives have a fitted effect of over 80% in size
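Eu-cryptate anti-ADP/ADP-d2 competition gives a ratio inversely related to ADP. Enzyme at 25 nM was pre-exposed to compound for 10 min, then given 10 uM ATP for 30 min, 37°C throughout.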
Abeta yeast res = qHTS for compounds that reverse cellular toxicity of Amyloid beta (A-beta) peptide in yeast: Primary Screen. actives 0.063% (n = 410,000). yeast expressing A-beta42, growth rescue, OD600, 48 h; response scale: 0% DMSO, 100% iron-clioquinol control. Potency, µM (doses to about 46.1 µM), for inactives: at the top dose growth rescue, hits mostly activators. AID 1347071, 2019; further: potency means the concentration at half of the fitted maximal effect; nearly all actives have a fitted effect of over 55% in size
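Yeast A-beta toxicity model in growth medium with pinned compounds, 48 h at 30 C; growth read as absorbance at 600 nm. Normalized to FeCl3/clioquinol equimolar mix (positive) and DMSO (negative).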
The depositor's hits bear a star; i = inactive; u = inconclusive; x = not tested or not shown; [ ] = remark or other dose. Unless noted, the call rests on the fitted dose curve; in most records, active means well fitted curve in the direction sought with a large enough effect; inconclusive means small, poorly fitted or top-dose-only effect, or another doubt; inactive means no such curve, though single readings can be large; an effect the other way counts as inactive or inconclusive. Not all compounds are listed. The share of hits here may be higher or lower than overall.

Order of results – PTHR1 ag | aSyn rescue | TDP43 rescue | GLP1R cytotox | FUS yeast rescue | Akt phos inh | GLP1R inv ag | Mm-Cpn inhibitor | Abeta yeast res
Cc1cc2c(=O)oc(-c3ccc(F)cc3)nc2s1
 : i | 0% | 20% | 3%[7.66 µM] | 0% | i | 7%[7.66 µM] | 1% | 2%
Cc1nn(C)c(C(=O)Nc2ccn(Cc3c(F)c(F)cc(F)c3F)n2)c1[N+](=O)[O-]
 : i | 7% | 7.9µM* | 8% | x | i | 2% | 3% | -3%
COc1ccc(Cc2nnc(NC(=O)c3ccco3)s2)cc1
 : i | 2% | u | 1% | 18% | i | 3% | 1% | 1%
CN(CC(=O)N1CCN(c2cccc(Cl)c2)CC1)S(=O)(=O)c1cccs1
 : -7%[57.5 µM] | 12% | u | -13% | 16% | i | 4% | -1% | 15%
CC(=O)Nc1ccc(S(=O)(=O)NCc2ccc(C)cc2)cc1
 : -10%[57.5 µM] | -9% | 2% | -2% | 17% | i | 0% | -1% | -4%
Nc1cc(=O)[nH]c(SCc2csc(-c3ccccc3)n2)n1
 : -24% | 2% | 20% | 6% | -16% | i | 64%[activator] | -13% | 0%
O=C1c2c(-c3ccc(Br)cc3)noc2CCN1Cc1cn(C2CCCC2)nn1
 : -31%[inhibitor] | 19% | u | 1% | 29% | i | -24% | x | 5%
Cc1ccc(S(=O)(=O)N2CCC(C(=O)Nc3ccccc3N3CCCC3)CC2)cc1C
 : -21% | 4% | 19% | -2% | 27% | i | u | -4% | 16%
COc1ccc(-c2nc(C(=O)NCCCN3CCOCC3)cc3c2[nH]c2ccccc23)cc1OC
 : -14% | -5% | 24% | -15% | 20% | i | -27% | 0% | -10%
Cc1ccc(-c2nn(-c3ccccc3)cc2CC(=S)N2CCOCC2)cc1
 : -4% | 9% | 22% | 2% | 30% | i | u | -3% | 2%
CSc1nc(Cl)c(C#N)c(-c2ccc(C)cc2)n1
 : i | 7% | -16% | -4% | 20% | i | -3% | -1% | -5%
COc1cccc(CN2CCN(C(=O)c3cccc4ccccc34)CC2)c1
 : -14% | 13% | 13% | -6% | -9% | i | u | -3% | 15%
COc1ccccc1C(=O)NCC(=O)OCC(=O)N(CC(C)C)c1c(N)n(Cc2ccccc2)c(=O)[nH]c1=O
 : -11% | -6% | -2% | 23% | u | i | 6% | 0% | 3%
CC(C)(C)C(=O)Nc1ncc(C(F)(F)F)cc1Cl
 : i | 2% | 10% | 0% | -9% | i | 5% | 1% | 11%
O=C(O)c1cccc(NC(=O)c2ccccc2NC(=O)c2cccs2)c1
 : 10% | 7% | 10% | 6% | -27% | i | 10% | x | 3%
COc1cc(S(=O)(=O)N2CCCCC2)c(OC)cc1Br
 : i | 11% | u | -6% | -19% | i | u | 1% | u
CCCCn1c(N)c(N(CC(C)C)C(=O)c2cc(-c3ccc(OC)cc3)nc3ccccc23)c(=O)[nH]c1=O
 : i | 0% | 7% | -21% | 3% | i | 5% | x | -11%
Cc1ccc(C(=O)COC(=O)CCN2C(=O)C3C4C=CC(C5CC45)C3C2=O)cc1 (configuration not stated)
 : i | 10% | 11% | 1% | 20% | i | u | -3% | -5%
Cc1ccc(Cl)cc1N(CC(=O)N1CCCCCC1)S(C)(=O)=O
 : -3% | 7% | 6% | -7% | 0% | i | -15% | -4% | 10%
CCSc1nc(O)cc(=O)[nH]1
 : -23% | 0% | 5% | -9% | -19% | i | -4% | 4% | 7%

Ordered by formula weight (ascending): part of the list above.
Order of results – PTHR1 ag | aSyn rescue | TDP43 rescue | GLP1R cytotox | FUS yeast rescue | Akt phos inh | GLP1R inv ag | Mm-Cpn inhibitor | Abeta yeast res
CCSc1nc(O)cc(=O)[nH]1
 : -23% | 0% | 5% | -9% | -19% | i | -4% | 4% | 7%
CC(=O)Nc1ccc(S(=O)(=O)NCc2ccc(C)cc2)cc1
 : -10%[57.5 µM] | -9% | 2% | -2% | 17% | i | 0% | -1% | -4%
Cc1ccc(Cl)cc1N(CC(=O)N1CCCCCC1)S(C)(=O)=O
 : -3% | 7% | 6% | -7% | 0% | i | -15% | -4% | 10%
Cc1ccc(-c2nn(-c3ccccc3)cc2CC(=S)N2CCOCC2)cc1
 : -4% | 9% | 22% | 2% | 30% | i | u | -3% | 2%
Cc1ccc(C(=O)COC(=O)CCN2C(=O)C3C4C=CC(C5CC45)C3C2=O)cc1 (configuration not stated)
 : i | 10% | 11% | 1% | 20% | i | u | -3% | -5%
CN(CC(=O)N1CCN(c2cccc(Cl)c2)CC1)S(=O)(=O)c1cccs1
 : -7%[57.5 µM] | 12% | u | -13% | 16% | i | 4% | -1% | 15%

(list continues)
Order of results – PTHR1 ag | aSyn rescue | TDP43 rescue | GLP1R cytotox | FUS yeast rescue | Akt phos inh | GLP1R inv ag | Mm-Cpn inhibitor | Abeta yeast res
Cc1ccc(C(=O)OCC(=O)NCCC2=CCCCC2)cc1N
 : -10% | 1% | -7% | 17% | -4% | i | 4% | 4% | 10%
Cc1noc(C)c1CSCC(=O)Oc1ccc(N(C)S(=O)(=O)c2ccc(Cl)cc2)cc1
 : -18% | -7% | -8% | 2% | 5% | i | -13% | 1% | -13%
O=c1cc(CN2CCN(S(=O)(=O)c3ccc4c(c3)OCCO4)CC2)c2ccc(O)cc2o1
 : -20% | 0% | 15% | 266%[activator] | 44% | i | -13% | -6% | -3%
COc1ccc(N(C(=O)c2cc3ccccc3oc2=O)C2C=CS(=O)(=O)C2)c(OC)c1 (configuration not stated)
 : -24% | -9% | -19% | 0%[7.66 µM] | 7% | i | 5%[7.66 µM] | -4% | -8%
Fc1ccc(CSc2nnc(-c3ccncc3)o2)cc1
 : -20% | 0% | 13µM* | -2% | -9% | i | u | 0% | 21%
O=C(COC(=O)Cn1cnc2ccccc21)NCCc1ccc(Cl)cc1
 : 1% | 4% | 14% | 15% | 0% | i | 1% | -5% | 18%
O=C(Nc1ccccc1N1CCCCC1)c1ccc(-c2cccc(Cl)c2)o1
 : i | 7% | 15% | 16% | 15% | i | 4% | -1% | 5%
O=C(O)c1cc(S(=O)(=O)Nc2ccc3c(c2)OCCO3)c(Cl)cc1Cl
 : i | -4% | 0% | 1% | -8% | i | u | -1% | -16%
C=CCSC1=NC(=O)/C(=C/c2cccs2)S1
 : -31%[inhibitor] | 2% | u | -1%[1.53 µM] | 1% | i | 2% | -2% | -43%[inhibitor]
CCOCCOC(=O)C1=C(C)N(C)C(=O)NC1c1ccccc1Cl (configuration not stated)
 : i | -11% | 15% | -18% | -15% | i | -11% | 0% | 5%
O=C(c1ccc(Br)o1)N(c1ccccn1)C1CCCCC1
 : 2% | -1% | -10% | 13%[1.53 µM] | 10% | i | -23% | -1% | -16%
COc1cc(C(=O)NNC(=O)c2ccc(S(=O)(=O)N3CCCCC3)cc2)cc(OC)c1OC
 : i | 1% | 26% | 1% | x | i | 0% | -1% | 3%
O=C(Nc1ccc(Cl)cn1)c1cccc(S(=O)(=O)N2CCOCC2)c1
 : -19%[57.5 µM] | 0% | 0% | -14% | 13% | i | 0% | -1% | 1%
COc1cccc(OCc2nc(-c3cccc([N+](=O)[O-])c3)no2)c1
 : -11% | -2% | 5% | -8% | 23% | i | 4% | 0% | -2%
Cc1nc2cc(S(=O)(=O)C(F)(F)F)ccc2s1
 : -18% | -4% | 0% | 0% | 14% | i | 0% | -1% | -8%
CC1(C(=O)NS(=O)(=O)Cc2cccc(Cl)c2)CCN1C(=O)Cc1ccc(Cl)cc1Cl (configuration not stated)
 : -17% | -16% | 0% | 5% | -14% | i | -14% | x | 16%
O=C(O)CN1C(=O)/C(=C\C(Br)=C\c2ccccc2)SC1=S
 : -15% | 17% | 13µM* | -11% | 33% | i | 78%[activator] | -2% | -10%
Cc1cc(O)c(N=Cc2cc3c(cc2[N+](=O)[O-])OCO3)cc1C
 : -1% | -3% | -2% | -19% | -15% | i | 63%[activator] | x | 13%
CCOc1ccc(C(=O)n2cnnc2N)cc1
 : i | 0% | u | 2% | -8% | i | -5% | 1% | -16%
CCCc1nnc(NS(=O)(=O)c2ccc(OC)cc2)s1
 : i | 14% | -27% | -3% | -3% | i | 9% | 5% | 0%
CCN(C(=O)COC(=O)CSc1ccccc1)c1c(N)n(Cc2ccccc2)c(=O)[nH]c1=O
 : i | 0% | 1% | 10% | 17% | i | 9% | -2% | -5%
Cn1c(=O)cc(SCC(=O)N2CCCC2)c2cc(Cl)ccc21
 : -22% | x | -4% | -2% | -6% | x | 23% | -1% | 8%
O=C(O)C12CC3CC(C1)CC(n1ncc(NCc4ccccc4)c(Cl)c1=O)(C3)C2
 : -17% | 2% | -3% | -7% | 17% | i | -11% | 0% | 10%
COc1ccccc1NC(=O)Cn1c(=O)oc2cc(S(=O)(=O)NCc3ccccc3)ccc21
 : -27% | x | 6% | -11% | 13% | x | -19% | x | -10%
CCCC(C(=O)NC(C)(C)C)N(Cc1ccc(F)cc1)C(=O)c1snc(C(N)=O)c1N (configuration not stated)
 : -10% | 1% | 5% | -9% | 13% | i | -13% | 0% | -8%
